SENP8 block-1: human SENP8 protease inhibitors, primary screen, biochemical, fluorescence, Nedd8 protein substrate, uHTS. recombinant SENP8. inhibition, % at 20 µM. 360,000 tested, 0.64% active. AID 602440, 2012; in the data active = inhibition mostly above about 40%, no sharp cut-off; inactive = mostly below about 27%
Target sequence (Q96LD8 whole entry, looked up): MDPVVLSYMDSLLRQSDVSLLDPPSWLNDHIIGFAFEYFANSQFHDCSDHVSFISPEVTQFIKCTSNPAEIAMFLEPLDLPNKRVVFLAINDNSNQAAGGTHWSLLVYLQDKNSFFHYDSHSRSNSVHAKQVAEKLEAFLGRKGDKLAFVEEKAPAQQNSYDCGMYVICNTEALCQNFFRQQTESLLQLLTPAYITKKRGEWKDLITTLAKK
SENP6 block: SENP6 protease inhibitors, primary screen, biochemical, luminescence, uHTS. Sentrin-specific protease 6 (Homo sapiens), Q9GZR1. Recombinant SENP6 catalytic domain, aminoluciferin luminescence. inhibition, % at 10 µM. 330,000 tested, 1.8% active. AID 2599, 2010;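 active = inhibition above about 50% at the single tested dose, limit read from the data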;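 note: plate controls were DMSO wells with enzyme for no effect and DMSO wells lacking enzyme for full effect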
UBC13 polyUb: UBC13 polyubiquitin chain formation inhibitors, primary screen, biochemical, TR-FRET, uHTS; 330,000 tested, 0.47% active; inhibition, % at 20 µM; Ubiquitin-conjugating enzyme E2 N (Homo sapiens), P61088; in the data active = inhibition above about 45%, passing the limit was not always enough
Apaf-1 inh: inhibitors of human Apaf-1 apoptosome, primary screen, biochemical, DEVD-Rh110 fluorescence, uHTS; Apoptotic protease-activating factor 1 (Homo sapiens), O14727; reconstituted apoptosome caspase-3 activity; inhibition, % at 20 µM; 330,000 tested, 0.71% active; active = inhibition of at least 40% at 20 µM;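 note: plate controls were DMSO wells for no effect and DEVD-CHO caspase inhibitor wells for full effect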
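Assay system: Apoptosome proteins | Medium: pH 7.5 Hepes buffer with CHAPS, BSA, DTT | Also added: Cytochrome c and DEVD-Rh110 substrate | Times: 30 min plus 50 min, RT | Detection: Rhodamine 110 fluorescence at Ex 480/Em 540 nm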
A3G deaminase: APOBEC3G DNA deaminase inhibitors, primary screen, biochemical, fluorescence, single-stranded DNA substrate, uHTS; DNA dC->dU-editing enzyme APOBEC-3G (Homo sapiens), Q9HC16; recombinant A3G, ssDNA deamination FAM/TAMRA fluorescence; inhibition, % at 20 µM; 330,000 tested, 0.28% active;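 active = inhibition of at least 40% at 20 µM, with no more than 30% in the related APOBEC3A deaminase screen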;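 note: plate controls were DMSO wells with A3G for no effect and wells lacking A3G enzyme for full effect; some compounds called inactive have numbers as strong as hits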
Target sequence (Q9HC16 whole entry, looked up): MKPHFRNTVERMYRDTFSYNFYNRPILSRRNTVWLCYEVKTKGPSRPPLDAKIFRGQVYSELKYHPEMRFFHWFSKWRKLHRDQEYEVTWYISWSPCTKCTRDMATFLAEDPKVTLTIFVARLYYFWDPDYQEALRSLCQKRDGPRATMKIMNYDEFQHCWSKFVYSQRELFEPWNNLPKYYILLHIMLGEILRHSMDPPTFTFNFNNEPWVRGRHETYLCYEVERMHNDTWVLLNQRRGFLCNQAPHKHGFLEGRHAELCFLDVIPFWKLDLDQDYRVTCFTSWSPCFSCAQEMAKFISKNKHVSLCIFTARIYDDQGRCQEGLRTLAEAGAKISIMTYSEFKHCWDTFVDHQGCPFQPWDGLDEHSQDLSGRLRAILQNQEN
SENP1 FRET inh: human SENP1 catalytic domain inhibitors, primary screen, biochemical, FRET, uHTS | recombinant SENP1 catalytic domain, CyPet-SUMO1-YPet FRET cleavage | AID 624204, 2012 | 360,000 tested, 0.21% active | inhibition, % at 10 µM;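 active = inhibition at least 30% at 10 µM, raw YFP signal under a set limit, fluorescence ratio 0.5 to 1.5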;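 note: 0% = enzyme with DMSO and 100% = no enzyme wells; some results filed as inactive read as strong as hits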
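System: Recombinant human SENP1 catalytic domain, His6-tagged | Incubation: Enzyme reaction for 50 min at room temperature, dark | Medium: Tris pH 8 with BME, BSA, NP40 and catalase | Also added: 25 nM SUMO1 FRET substrate | Compound: 10 µM single point, 0.5% DMSO | Measured by: FRET fluorescence in CFP and YFP emission channels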
SENP8 block-2: SENP8 protease inhibitors, primary screen, biochemical, luminescence | Sentrin-specific protease 8 (Homo sapiens), Q96LD8 | purified SENP8, Z-RLRGG-aminoluciferin cleavage | inhibition, % at 10 µM | AID 2540, 2010 | 330,000 tested, 1.2% active; in the data active = inhibition above about 50%
SENP7 block: SENP7 protease inhibitors, primary screen, biochemical, luminescence, uHTS | Sentrin-specific protease 7 (Homo sapiens), Q9BQF6 | recombinant SENP7, Z-RLRGG-aminoluciferin luminescence, 40 min | inhibition, % at 5 µM | 330,000 tested, 1.5% active;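 active = inhibition above about 50% at the single test dose, limit read from the data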;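 note: plate controls were DMSO with enzyme for no effect and no enzyme buffer wells for full effect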
Target sequence (Q9BQF6 706-1050 limits assumed): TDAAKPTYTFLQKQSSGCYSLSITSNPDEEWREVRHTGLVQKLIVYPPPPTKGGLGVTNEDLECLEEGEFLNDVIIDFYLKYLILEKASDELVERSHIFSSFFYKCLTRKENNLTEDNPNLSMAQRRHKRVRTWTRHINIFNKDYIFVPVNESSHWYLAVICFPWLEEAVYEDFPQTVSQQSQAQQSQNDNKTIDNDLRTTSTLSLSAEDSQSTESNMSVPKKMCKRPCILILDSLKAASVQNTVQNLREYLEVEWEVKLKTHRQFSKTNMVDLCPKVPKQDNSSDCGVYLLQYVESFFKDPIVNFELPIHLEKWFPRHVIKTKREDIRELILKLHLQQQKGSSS
* = called active by the depositor; i = inactive. Rows were taken by chance. About 3.6% of those tested had a hit in this group.

SMILES	SENP8 block-1	SENP6 block	UBC13 polyUb	Apaf-1 inh	A3G deaminase	SENP1 FRET inh	SENP8 block-2	SENP7 block
O=c1c2ccccc2nc(-c2ccccc2)n1CCCN1CCOCC1	14	11	-1	9	2	-1	3	5
COC(=O)c1c(NC(=O)C2CC2)sc2c1CCN(C(C)=O)C2	-48	-1	-11	1	-4	-17	1	2
O=C(c1cc2ncccn2n1)N1CCc2c([nH]c3ccccc23)C1c1ccccc1F (configuration not stated)	2	5	4	18	1	-7	-10	1
O=C(CCCC(=O)OCC(F)(F)C(F)F)Nc1ccccc1F	11	-16	1	-5	-2	-2	-2	3
CC1(C)CC2CC(C)(CN2C(=O)COC(=O)c2ccc(Cl)cc2N)C1 (configuration not stated)	-423	-11	6	14	9	-2	1	4
O=C(CCNC(=O)c1ccccc1)OCC(=O)c1ccccc1	2	7	3	0	23	0	0	4
O=C(Nc1ccc(-n2cccc2)cc1)C1CC1	2	24	0	-8	-2	2	4	8
NS(=O)(=O)c1ccc(CCNC(=O)[C@@H]2CCCN2S(=O)(=O)c2ccccc2F)cc1	31	-5	3	-14	-2	3	-1	2
CSc1nc(N2CCOCC2)nc2ccc(C)cc12	-488	-1	5	7	3	-104	0	-6
COc1cc2c(cc1OC)C(c1ccccc1[N+](=O)[O-])N(C(C)=O)CC2 (configuration not stated)	3	-14	-11	-3	-6	2	-9	15
COC(=O)c1cccc(NC(=O)CN2CCC(NC(=O)c3cc(OC)c(OC)c(OC)c3)CC2)c1	10	7	12	-7	-5	2	2	0
Cc1nc(N(C)C)c2sc(=S)n(C)c2n1	-2	-3	-8	-6	-3	-1	5	-2
Cc1cccc(NC(=O)COc2ccc(-c3nn(C)c(=O)c4ccccc34)cc2)c1	-11	-14	6	22	0	0	0	7
Cc1ncc(CO)c(/C=N/NC(=O)c2ccoc2C)c1O	-448	-6	5	3	-5	-33	-8	-6
CN(Cc1cc2ccccc2[nH]c1=O)S(=O)(=O)c1ccccc1	-48	-15	2	7	-7	1	-3	10
CCCCC(=O)Oc1c(S(=O)(=O)c2ccccc2)c(C)nn1C(C)(C)C	11	3	3	12	-1	0	10	-4
COc1cccc(C(=O)N2CCCC(Nc3ccc(C)c(C)c3)C2)c1 (configuration not stated)	16	10	3	15	-7	-1	5	-1
CCOc1ccc(NC(=O)C(CC)NC(=O)c2ccccc2CO)cc1 (configuration not stated)	20	-7	-5	-11	-3	1	0	0
CC(C)c1ccc(N2C(=O)[C@@H]3Cc4ccccc4CN3C2=O)cc1	3	-10	-20	10	-4	0	-4	1
Cc1nnc(SCC(=O)N2CC(=O)Nc3ccccc32)n1-c1ccccc1	8	5	-8	0	1	0	8	12
COc1ccc(NC(=O)CSc2nc3ccccc3n2-c2ccccc2)c([N+](=O)[O-])c1	24	-2	-5	-8	-2	4	4	2
CCOC(=O)c1c(-c2ccc(OC)cc2)csc1NC(=O)CSc1nnc(C)c(=O)[nH]1	-7	-10	-2	-3	-7	2	4	5
CC1CC(C)CN(C(=O)c2cc3cc(Br)cc(Br)c3o2)C1 (configuration not stated)	0	-20	3	17	-10	2	-6	6
CC(C)(C)C(=O)Nc1ccc2c(c1)-c1cc(NC(=O)C(C)(C)C)ccc1C2	7	-27	2	-14	-2	1	-2	-3
CCOc1nc(-c2ccc(OC)cc2)ccc1-c1noc(-c2cc(OC)c(OC)c(OC)c2)n1	-277	-17	27	11	-6	-29	1	6

Next part, starting with the last two of the part before.
SMILES	SENP8 block-1	SENP6 block	UBC13 polyUb	Apaf-1 inh	A3G deaminase	SENP1 FRET inh	SENP8 block-2	SENP7 block
CC(C)(C)C(=O)Nc1ccc2c(c1)-c1cc(NC(=O)C(C)(C)C)ccc1C2	7	-27	2	-14	-2	1	-2	-3
CCOc1nc(-c2ccc(OC)cc2)ccc1-c1noc(-c2cc(OC)c(OC)c(OC)c2)n1	-277	-17	27	11	-6	-29	1	6
O=C(C1CCN(c2nnc(-n3cccc3)s2)CC1)N1CCc2ccccc2C1	27	3	-4	7	-7	-14	-6	15
O=C(COC(=O)/C=C/c1ccco1)NC1CCCCC1	1	2	-9	-3	2	-3	-2	4
CN1CCN(C(=O)C2=C[C@H](c3coc4ccccc4c3=O)C[C@H](OCc3ccc(CO)cc3)O2)CC1	2	-19	0	9	-10	-3	-14	-12
CC(=O)Nc1ccc(Nc2nc(C)c([N+](=O)[O-])c(Nc3ccccc3)n2)cc1	20	-8	-3	8	-4	3	-5	-3
CCN(CC)C(=O)CSc1nnc2sc3ccccc3n12	20	-10	-3	-12	-4	0	2	7
O=C(O)CNC(=O)C1CCCN1C(=O)CNC(=O)OCc1ccccc1 (configuration not stated)	23	7	-5	3	3	1	-9	-4
O=C(O)C1CCCCC1C(=O)Nc1nc(-c2cccs2)cs1 (configuration not stated)	-9	3	-14	-3	-4	1	-12	12
Cc1ccc(C(=O)NN2CC(O)=C(c3nc(-c4cccc([N+](=O)[O-])c4)cs3)C2=N)cc1	14	-10	-23	-10	8	2	-4	0
COc1cc2[nH]c3c(=O)n4c(nc3c2cc1OC)SCCC4	-126	8	-6	2	4	1	0	-7
O=C(Nc1ccc(C(=O)N2CCCCC2)cc1)c1ccc([N+](=O)[O-])cc1	18	-12	1	8	-2	1	5	-1
COc1ccc(CCn2c(C)nc3ccccc3c2=O)cc1OC	0	-9	3	1	-2	0	-5	4
Cc1ccc(N2CC(C(=O)O)CC2=O)cc1 (configuration not stated)	9	-18	4	-9	-2	1	4	1
O=C(CSc1nnc(-c2cccs2)o1)Nc1cccc(S(=O)(=O)N2CCCCC2)c1	8	-12	2	-3	-2	4	-4	7
c1csc(-c2nnc(COc3ccc4c(c3)OCO4)o2)c1	-24	-9	2	8	-2	-4	-2	2
COCCN(C(=O)CSc1ncccn1)c1c(N)n(Cc2ccccc2)c(=O)[nH]c1=O	5	-21	2	3	-8	0	-4	-7
Nc1ccc(NC(=O)c2ccc(C(=O)Nc3ccc(N)cc3)cc2)cc1	12	-18	16	-20	-7	3	0	5
Cc1ccc(O)c(C(=O)c2cnn(-c3ccccc3)c2)c1	20	53*	6	18	-7	4	18	40
COc1cc(SC)ccc1C(=O)Nc1cccc(C)n1	15	-19	23	9	-3	1	27	44
O=C(CS(=O)(=O)c1ccc(Cl)cc1)Nc1nnc(-c2cccs2)o1	-13	7	5	1	-5	-2	-3	1
Cc1cc(NC(=O)CSc2ccc3ccccc3c2)no1	-18	15	-16	-11	5	1	2	4
O=C(Nc1ccc2nsnc2c1)N1CCCCC1	i	13	-1	73*	3	31*	3	1
CC(=O)Nc1ccc(OC(=O)c2cccs2)cc1	1	4	10	-4	-7	3	-6	-6
Cc1cc(C)nc(NC(=O)CSc2nc3cc(Cl)ccc3s2)n1	18	-12	-9	-9	-6	-7	0	-4
CCOC(=O)c1c(-c2ccc(OC)cc2)cn2ccccc12	-432	-8	7	-5	-5	-1	1	7
CCCCn1c(N)c(N(CCOC)C(=O)C2CCN(S(=O)(=O)c3ccc(F)cc3)CC2)c(=O)[nH]c1=O	-16	-4	-5	-1	-6	-3	1	1
Other compounds
SMILES	SENP8 block-1	SENP6 block	UBC13 polyUb	Apaf-1 inh	A3G deaminase	SENP1 FRET inh	SENP8 block-2	SENP7 block
Cc1cc(O)c(C2(O)C(=O)Nc3ccccc32)cc1C (configuration not stated)	22	-11	3	3	-7	0	-6	-3
COc1cc(C(=S)N2CCOCC2)cc(OC)c1O	32	-9	0	-28	-5	-1	4	-3
N#Cc1ccsc1NC(=O)CN1CCN(c2ccccc2)CC1	0	13	-12	-5	-7	-8	-7	-7
O=C(O)c1ccc2c(c1)ncn2C1CCCC1	12	11	3	-5	-5	1	-3	1
COc1ccccc1C(=O)Nc1ccc2[nH]ncc2c1	8	4	-5	4	-2	3	-6	9
COc1cc(O)c(C(CCN2CCCC2)c2ccc(N(C)C)cc2)c(OC)c1 (configuration not stated)	25	-3	12	14	-2	-1	-5	-2
COc1ccc(Oc2nc(Oc3ccc(OC)cc3)nc(Oc3ccc(OC)cc3)n2)cc1	25	11	7	-7	2	2	-1	5
COCC1CCN(C(=O)c2cc(COc3ccc(-n4cncn4)cc3)on2)C1 (configuration not stated)	-4	1	-4	5	-5	1	-2	0
Oc1ccc(-c2cccc(-c3ccc(O)cc3)c2)cc1	8	-33	1	-9	-11	0	-10	-3
O=C(NCCN1C(=O)CSC1=O)c1ccccc1	9	5	-7	-12	-6	0	-10	-11

Ordered by heavy-atom count (largest number first): some entries from above
SMILES	SENP8 block-1	SENP6 block	UBC13 polyUb	Apaf-1 inh	A3G deaminase	SENP1 FRET inh	SENP8 block-2	SENP7 block
COCC1CCN(C(=O)c2cc(COc3ccc(-n4cncn4)cc3)on2)C1 (configuration not stated)	-4	1	-4	5	-5	1	-2	0
Cc1cc(O)c(C2(O)C(=O)Nc3ccccc32)cc1C (configuration not stated)	22	-11	3	3	-7	0	-6	-3
O=C(NCCN1C(=O)CSC1=O)c1ccccc1	9	5	-7	-12	-6	0	-10	-11

Structural class: those above containing a tert-butyl group.
SMILES	SENP8 block-1	SENP6 block	UBC13 polyUb	Apaf-1 inh	A3G deaminase	SENP1 FRET inh	SENP8 block-2	SENP7 block
CCCCC(=O)Oc1c(S(=O)(=O)c2ccccc2)c(C)nn1C(C)(C)C	11	3	3	12	-1	0	10	-4
CC(C)(C)C(=O)Nc1ccc2c(c1)-c1cc(NC(=O)C(C)(C)C)ccc1C2	7	-27	2	-14	-2	1	-2	-3

Screening results deposited in PubChem BioAssay by Sanford-Burnham Center for Chemical Genomics.
